DAX1 inh-1: inhibits human nuclear receptor DAX1; P51843; HEK293 Gal4-DAX1 luciferase reporter, luminescence; inhibition, % at 6.75 µM; 340,000 tested, 0.99% active; AID 504766;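 active means inhibition above the mean over all tested compounds plus 3 SD, cut at about 4.2% in these data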;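 further: 0% = DAX1-transfected cells with DMSO and 100% = empty-vector control cells with DMSO; inhibition shows as a rise in luminescence from relieved DAX1 repression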
Target sequence (P51843 207-470 limits assumed): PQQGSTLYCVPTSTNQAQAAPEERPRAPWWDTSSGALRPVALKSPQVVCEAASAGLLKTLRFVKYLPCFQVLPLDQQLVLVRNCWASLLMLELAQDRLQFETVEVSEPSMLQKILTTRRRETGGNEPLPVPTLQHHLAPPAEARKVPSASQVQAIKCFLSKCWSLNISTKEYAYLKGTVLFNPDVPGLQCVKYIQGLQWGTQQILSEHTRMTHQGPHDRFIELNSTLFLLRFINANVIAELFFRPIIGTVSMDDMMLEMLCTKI
hcDAF-12 act: activators of H. contortus DAF-12 nuclear receptor; HEK293 hcDAF-12 lit1-tk-luc reporter, luminescence; 0% DMSO, 100% Δ7-dafachronic acid; activation, % at 6.8 µM; 370,000 tested, 1.4% active;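 active means activation above the mean of all tested compounds plus 3 SD, cut at about 5.5% in these data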;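 further: 100% = response to 3 µM Δ7-dafachronic acid high control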
hgDAF-12 ag: agonists of H. glycines DAF-12 nuclear receptor; HEK293 GAL4-hgDAF12 UAS-luciferase reporter, agonist luminescence; normalized to butyrate control; activation, % at 6.8 µM; 370,000 tested, 1.8% active; AID 687014;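 active means activation above a cutoff set at the mean of all screened compounds plus 3 SD, cut at about 10% in these data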;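 further: 0% = DMSO wells and 100% = sodium butyrate wells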
DAX1 inh-2: DAX1 (NR0B1) inhibition, primary screen. HEK293T StAR-luciferase reporter, SF-1/DAX-1 repression relief. AID 652010. inhibition, % at 6.8 µM. 370,000 tested, 1.1% active;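 active means inhibition above the mean over all tested compounds plus 3 SD, cut at about 3.6% in these data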;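 further: 0% = DAX-1 cells with DMSO and 100% = cells lacking DAX-1 with DMSO; higher inhibition means more luminescence from relief of DAX-1 repression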
NPR2 activator: GC-B (human) receptor activation; HEK293-GC-B cells, CNP EC30, cGMP TR-FRET; 0% at EC30 CNP, 100% saturating CNP; AID 1920062; activation, % at 10 µM; 370,000 tested, 0.11% active; P20594;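 active means activation at 10 µM reaching about 35% in either raw or pattern-adjusted values, limit read from the data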
proKLK7 act: activates the human kallikrein-7 zymogen. P49862. purified proKLK7, EDANS-DABCYL substrate fluorescence; 100% is mature enzyme control, 0% vehicle. activation, % at 7 µM. 370,000 tested, 0.9% active;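 active means activation above the mean of all tested compounds plus 3 SD, computed per campaign excluding outliers beyond control limits, cut at about 13% in these data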
Target sequence (P49862 whole entry, looked up): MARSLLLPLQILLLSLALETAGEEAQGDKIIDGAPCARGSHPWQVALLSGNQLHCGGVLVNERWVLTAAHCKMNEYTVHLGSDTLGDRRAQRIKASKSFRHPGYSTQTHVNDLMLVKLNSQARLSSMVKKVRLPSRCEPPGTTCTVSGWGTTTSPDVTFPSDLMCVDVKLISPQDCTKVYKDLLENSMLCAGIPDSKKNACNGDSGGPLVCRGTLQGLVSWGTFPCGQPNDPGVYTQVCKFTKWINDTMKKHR
FXN GAA850 act: frataxin GAA850 promoter activation; HEK293 lucGAA850 FXN promoter luciferase reporter, 24 h; percent of 10 µM SAHA response; activation, % at 6 µM; 360,000 tested, 0.56% active;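 active means activation above the average of all compounds screened plus 3 SD, cutoff fixed separately per campaign, cut at about 7.5% in these data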;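 further: 0% = DMSO wells and 100% = 10 µM SAHA wells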
ssDAF12 agonist: activators of S. stercoralis DAF-12 nuclear receptor. HEK293 ssDAF-12/GRIP1 lit1-tk-luc reporter, luminescence; % of 3 µM dafachronic acid response. activation, % at 6.8 µM. 370,000 tested, 1% active. AID 652126;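 active means activation above the mean over all tested compounds plus 3 SD, cut at about 0.9% in these data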;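 further: 0% = DMSO-only wells and 100% = 3 µM delta7-dafachronic acid wells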
sPLA2-III inh: Blocks human group III sPLA2 activity | QFRET BODIPY PC-A2 liposome hydrolysis, fluorescence | AID 743126 | inhibition, % at 12.2 µM | 370,000 tested, 0.56% active;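 active means inhibition above mean plus 3 SD of compounds lying within the high and low control bounds, cut at about 19% in these data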;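 further: 0% = median of test compound wells and 100% = no enzyme DMSO wells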
Target sequence (Q9NZ20 whole entry, looked up): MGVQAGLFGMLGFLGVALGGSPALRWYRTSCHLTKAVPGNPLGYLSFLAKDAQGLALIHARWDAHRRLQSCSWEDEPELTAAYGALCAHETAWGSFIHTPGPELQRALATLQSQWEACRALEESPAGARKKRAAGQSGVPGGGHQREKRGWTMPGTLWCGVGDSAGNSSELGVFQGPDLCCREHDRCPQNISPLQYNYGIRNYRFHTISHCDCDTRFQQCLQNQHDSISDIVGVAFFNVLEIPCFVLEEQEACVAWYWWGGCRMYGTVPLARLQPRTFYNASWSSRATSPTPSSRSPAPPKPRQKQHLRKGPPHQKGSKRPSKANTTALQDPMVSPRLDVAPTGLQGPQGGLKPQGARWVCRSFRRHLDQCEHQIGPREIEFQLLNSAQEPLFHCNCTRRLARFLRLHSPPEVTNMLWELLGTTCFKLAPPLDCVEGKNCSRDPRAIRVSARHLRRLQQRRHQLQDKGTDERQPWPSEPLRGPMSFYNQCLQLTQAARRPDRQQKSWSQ
GC-A act: GC-A (human) enzyme activation. P16066. HEK293 GC-A cells, cGMP TR-FRET, EC30 ANP; 0% at EC30 ANP, 100% saturating ANP. activation, % at 10 µM. 370,000 tested, 0.14% active. AID 1671463; in the data active means activation above about 40%
SMARCA2 act: activators of SMARCA2 function. 370,000 tested, 1% active. activation, % at 9.1 µM. MG213 cells, MMTV-luciferase reporter, dexamethasone, overnight. AID 652017; in the data active means activation above about 7.8%;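 further: 0% = vehicle wells and 100% = reference activator wells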
* hit, by the source's call; / = not tested or not shown.

SMILES	DAX1 inh-1	hcDAF-12 act	hgDAF-12 ag	DAX1 inh-2	NPR2 activator	proKLK7 act	FXN GAA850 act	ssDAF12 agonist	sPLA2-III inh	GC-A act	SMARCA2 act
CCc1nc(Nc2ccccc2)c2oc3ccccc3c2n1	-0.9	-1.4	-0.6	-1.4	15	0.4	0.0	-1.7	-4	20	1
CCN(CC)CCCNC(=O)CNC(=S)N(CCCN1CCOCC1)Cc1cccs1	-0.5	0.7	1.9	0.0	0	0.3	0.3	-1.1	3	4	0
N#C/C(=C(/O)COC(=O)CCc1ccc(S(=O)(=O)N2CCOCC2)cc1)c1nc2ccccc2[nH]1	0.9	4.8	2.0	-0.1	1	-1.4	2.7	0.2	-17	2	-3
CC(c1nc2ccccc2[nH]1)n1c(=O)c(-c2ccco2)nc2ccccc21 (configuration not stated)	/	-0.3	3.6	-1.4	1	0.1	/	-1.3	-6	-3	0
C/C(=N\NC(=O)c1ccc(N/N=C(\C)c2ccncc2)cc1)c1ccncc1	2.2	-0.5	4.5	0.1	-4	-3.1	0.8	-1.6	1	-15	2
Cc1cccc(NC(=O)C2CC(=O)OC23CCCC3)c1 (configuration not stated)	0.1	0.5	2.6	0.7	1	-0.3	-0.7	-1.0	2	-2	-7
O=C(Nc1ccc(Cl)cc1)C1=Cc2cc(Cl)ccc2OC1	-1.0	-1.0	-0.6	0.3	-1	3.2	-2.6	-0.9	1	14	0
COc1ccc(-n2c(SCC(=O)NC3CC3)nc3ccccc3c2=O)cc1OC	0.8	-0.7	-3.5	-1.2	3	-0.6	-0.7	-0.3	2	-1	-2
CC(=O)N1CCN(C2=NC(=O)N(c3ccc(Br)cc3)C(=O)C2)CC1	/	-0.8	-3.3	0.3	-5	-0.1	/	-1.6	0	5	-4
O=C(Nc1ccc(Br)cc1C(=O)O)c1ccc2c(c1)C(=O)N(Cc1ccccc1)C2=O	0.5	0.1	-1.3	1.5	3	0.5	1.9	-1.8	1	0	-1
CCc1nc2c(OCc3ccccc3C)cccn2c1N(C)C(=O)C(C)C	/	-1.3	-0.7	-1.7	-1	0.1	-0.5	-1.6	4	-1	-3
Fc1ccccc1N1CCN(c2ncnc3nc[nH]c23)CC1	-0.8	-0.4	-2.0	-0.2	6	0.9	-1.2	-2.4	10	-1	-3
CCc1cccc(C)c1NC(=O)C(c1ccc(O)cc1)N1CCC1=O (configuration not stated)	0.8	-1.4	1.2	0.0	7	-0.2	-2.6	-1.2	2	1	-2
Cc1ccc(CS(=O)Cc2ccc(C(=O)NCc3ccc(OC(C)C)cc3)o2)cc1 (configuration not stated)	-0.7	-1.7	-2.5	-1.8	2	0.1	-1.9	-1.5	1	1	-2
CC(=O)NC1C(Oc2cccc(C)c2)OC2COC(c3ccco3)OC2C1O (configuration not stated)	0.4	0.4	-0.5	0.4	-2	0.6	-0.1	-1.4	-4	5	-1
CC(=O)NC(=S)NNC(=O)C(c1ccccc1)c1ccccc1	2.6	-0.3	-2.3	-0.6	7	-0.3	-0.2	-0.4	4	-2	-4
CC1CN(C(=O)c2ccccc2OCc2ccccc2Cl)CC(C)O1 (configuration not stated)	-0.5	-0.6	-0.8	-0.7	-4	-0.6	0.4	-0.6	1	-4	-2
O=C(Cc1ccccc1[N+](=O)[O-])NCCCc1ccccc1	1.5	0.9	4.7	0.6	2	-0.1	2.4	-1.1	2	0	2
Cc1ccc(S(=O)(=O)N2CC=C(c3c(C)n(C)c4ccccc34)CC2)cc1	0.1	0.8	4.6	0.6	3	0.1	-0.7	0.2	-3	-1	1
COc1ccc(NC2CCCN(C(=O)CN3C(=O)c4ccccc4C3=O)C2)cc1OC (configuration not stated)	0.2	-1.9	-0.6	-0.3	-1	-0.3	-0.9	-1.1	6	1	8.0*

The final 2 compounds of the section above are carried over, then new ones follow.
SMILES	DAX1 inh-1	hcDAF-12 act	hgDAF-12 ag	DAX1 inh-2	NPR2 activator	proKLK7 act	FXN GAA850 act	ssDAF12 agonist	sPLA2-III inh	GC-A act	SMARCA2 act
Cc1ccc(S(=O)(=O)N2CC=C(c3c(C)n(C)c4ccccc34)CC2)cc1	0.1	0.8	4.6	0.6	3	0.1	-0.7	0.2	-3	-1	1
COc1ccc(NC2CCCN(C(=O)CN3C(=O)c4ccccc4C3=O)C2)cc1OC (configuration not stated)	0.2	-1.9	-0.6	-0.3	-1	-0.3	-0.9	-1.1	6	1	8.0*
Cc1c(C(=O)NCc2ccc(C(C)C)cc2)sc(=O)n1Cc1cccc(F)c1	/	-1.1	-1.4	-0.2	0	-0.3	-1.1	-1.3	0	-1	1
CCOC(CNC(=O)c1cccn2c(=O)c3cc(Cl)ccc3nc12)OCC	0.4	-0.1	0.4	-0.6	-12	8.0	-2.7	-1.9	-7	5	0
O=c1cnnc(Nc2ccccc2)[nH]1	-0.7	-0.5	1.0	-0.2	4	0.0	0.2	-1.5	6	0	-1
Cc1c(F)cccc1NS(=O)(=O)c1ccc2c(c1)n(C)c(=O)c(=O)n2C	-0.5	0.0	1.3	-0.1	3	1.0	2.4	-1.1	2	2	2
CCOC(=O)c1ccc(NC(=O)C2COc3ccccc3O2)cc1 (configuration not stated)	-0.1	-1.1	1.9	-0.4	4	-0.2	0.0	-0.7	-7	1	-2
CC(OC(=O)CN1C(=O)NC2(CCCC2)C1=O)C(=O)Nc1cccc(Cl)c1 (configuration not stated)	0.2	0.1	2.2	0.5	1	0.0	1.3	-0.8	-9	3	-1
CC(C)N(C(=O)Cn1c(SCC(=O)N2CCN(c3ccccc3)CC2)nc2ccccc21)C(C)C	/	-1.5	-0.7	-0.4	-2	-0.4	/	-1.7	-2	3	2
COc1ccc(-c2cc3c(nn2)-c2ccccc2C3=O)cc1	1.1	9.4*	12*	4.5*	0	0.2	-4.7	2.4*	6	-3	11*
CC1OC(OC2C(CO)OC(OCC3OC(OC(=O)[C@@]45CCC(C)(C)C[C@@H]4C4=CC[C@@H]6[C@@]7(C)CCC(OC8OCC(O)C(O)C8OC8OC(C)C(O)C(O)C8O)[C@@](C)(CO)C7CC[C@@]6(C)[C@]4(C)CC5)C(O)C(O)C3O)C(O)C2O)C(O)C(O)C1O (some centres not stated)	0.7	1.0	3.7	0.1	-5	-0.6	-0.1	0.0	-5	4	-1
O=C(CSc1nc(=O)n2ccccc2n1)Nc1ccc2c(c1)OCCO2	1.1	-1.1	0.6	-0.2	-4	0.0	1.6	-0.5	4	2	-3
O=C(O)c1cccc(S(=O)(=O)Nc2ccc([N+](=O)[O-])cc2O)c1	-0.4	-0.1	-2.2	0.5	0	0.1	2.2	-1.9	5	-1	-2
CCOc1ccc(CCN2C(=O)CCC2(C)C(=O)NC(C)CC)cc1OCC (configuration not stated)	0.1	-0.5	0.7	1.4	5	0.0	-1.5	-1.1	6	3	-3
CC1CN(S(=O)(=O)c2cc(C(=O)N(CCc3ccccc3)Cc3ccccc3)ccc2Cl)CC(C)O1 (configuration not stated)	-1.8	-2.9	-4.5	-4.7	-3	0.6	-3.4	-2.0	-3	3	-4
CN1OC[C@@H]2CN(C(=O)C3CCCCC3)[C@H](c3ccc(N4CCCCC4)cc3)C[C@@H]21	/	-0.3	-4.8	0.1	5	0.5	/	-0.5	0	0	1
CC(C)CC(=O)N1CCN(c2ccc([N+](=O)[O-])c(NCc3ccccc3)c2)CC1	-1.2	-4.7	-4.2	-1.8	0	0.6	1.0	-2.0	-22	11	-5
NC(=S)N/N=C\c1ccccc1OCc1ccccc1	-0.4	0.7	1.6	-0.2	-2	-0.2	-2.0	-1.1	12	2	-2
O=[N+]([O-])c1ccc(N2CCN(c3ccc(Cl)nn3)CC2)c(Cl)c1	0.5	-1.1	0.1	-0.7	-6	0.3	1.6	-1.2	-1	-7	-2
O=C(CSc1nnc(Cn2c(=O)sc3ccccc32)n1-c1ccccc1)NCc1ccco1	0.7	-2.0	0.3	0.2	1	-0.5	-1.4	-0.6	5	1	1
CCCCN(C(=O)NC(=O)Nc1cc(C)ccc1C)S(C)(=O)=O	-0.4	-1.0	0.3	-0.1	2	-0.3	-0.1	-1.8	0	0	0
CC1(NC(=O)CCS(=O)(=O)c2ccc(Cl)cc2)CCS(=O)(=O)C1 (configuration not stated)	0.0	0.1	2.0	-0.3	-1	-0.6	-0.2	-0.5	5	3	1

Reprinted from the results shown, five compounds:
SMILES	DAX1 inh-1	hcDAF-12 act	hgDAF-12 ag	DAX1 inh-2	NPR2 activator	proKLK7 act	FXN GAA850 act	ssDAF12 agonist	sPLA2-III inh	GC-A act	SMARCA2 act
O=C(O)c1cccc(S(=O)(=O)Nc2ccc([N+](=O)[O-])cc2O)c1	-0.4	-0.1	-2.2	0.5	0	0.1	2.2	-1.9	5	-1	-2
CCOc1ccc(CCN2C(=O)CCC2(C)C(=O)NC(C)CC)cc1OCC (configuration not stated)	0.1	-0.5	0.7	1.4	5	0.0	-1.5	-1.1	6	3	-3
CC1CN(S(=O)(=O)c2cc(C(=O)N(CCc3ccccc3)Cc3ccccc3)ccc2Cl)CC(C)O1 (configuration not stated)	-1.8	-2.9	-4.5	-4.7	-3	0.6	-3.4	-2.0	-3	3	-4
CN1OC[C@@H]2CN(C(=O)C3CCCCC3)[C@H](c3ccc(N4CCCCC4)cc3)C[C@@H]21	/	-0.3	-4.8	0.1	5	0.5	/	-0.5	0	0	1
CC(C)CC(=O)N1CCN(c2ccc([N+](=O)[O-])c(NCc3ccccc3)c2)CC1	-1.2	-4.7	-4.2	-1.8	0	0.6	1.0	-2.0	-22	11	-5

More results follow.
SMILES	DAX1 inh-1	hcDAF-12 act	hgDAF-12 ag	DAX1 inh-2	NPR2 activator	proKLK7 act	FXN GAA850 act	ssDAF12 agonist	sPLA2-III inh	GC-A act	SMARCA2 act
CCOC(=O)c1c[nH]n(-c2ccc(C)cc2)c1=O	0.4	0.3	4.5	0.4	3	-0.5	2.5	-1.8	1	3	1
CC1OC(OCC2OC(Oc3c(-c4ccc(O)cc4)oc4cc(O)cc(O)c4c3=O)C(O)C(O)C2O)C(O)C(O)C1O (configuration not stated)	1.3	-0.1	0.1	-0.2	-5	0.5	1.0	-1.2	-3	3	-2
COc1ccc2nc(SCC(=O)Nc3nccs3)[nH]c2c1	2.9	0.2	1.3	-0.1	-5	-0.1	0.1	-1.4	6	-6	1
CC(=O)NN=C(C)c1ccc(NC(=O)C2CC2)cc1	/	0.8	4.8	2.6	4	-0.3	0.1	-0.4	3	-1	7
Cc1ccc(C)c(NC(=O)CCc2ccc(C)o2)c1	-1.8	-2.3	-1.4	-0.1	5	0.1	1.8	-0.2	-14	9	1
CCn1c(SCC(=O)Nc2nc(C)c(C(=O)OC)s2)nnc1C(C)C	0.3	-2.6	0.3	-0.3	1	0.2	-1.9	-0.6	-3	-6	1
CCn1cc(S(=O)(=O)c2cccc(C)c2)c(=O)c2cc(F)c(N3CCN(C)CC3)cc21	1.0	-0.7	1.2	-0.3	-2	4.3	0.4	-1.4	11	-4	-2
O=[N+]([O-])c1ccc(CN2CC(N3CCN(CC4CC4)CC3)CS2(=O)=O)cc1 (configuration not stated)	0.5	-0.3	0.6	0.6	4	-0.2	0.6	-0.9	11	0	-4
CC(O)C(O)C(O)C(O)C1NCCS1 (configuration not stated)	-0.1	3.8	3.8	0.3	0	0.5	-0.1	0.0	1	0	1
Cc1cccn2cc(-c3ccc(F)cc3)nc12	1.9	12*	11*	3.9*	-6	-0.9	1.8	1.8*	5	2	6

Screening results as filed in PubChem BioAssay.
